Glioma ERSR ind: ER stress response induction in glioma; AID 602332; 420,000 tested, 0.02% active; Potency, µM, without a hit: at the top dose activation, hits mostly activators; U87-MG GRP78 promoter luciferase reporter, 16 h; further: potency means the concentration at half of the fitted maximal effect; series mostly up to about 76 µM; % of control where 0% means no effect; nearly all actives have a fitted effect of over 35% in size
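Stably transfected U87-MG human glioma cells carrying a GRP78-based luminescent sensor were seeded at 1000 cells/well, pin-dosed with compounds and incubated 16 h. Luciferase reagent was then added, and end-point luminescence was read after 10 min at room temperature.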
ERG-DNA inh: ERG Ets/DNA interaction inhibition; fluorescence polarization, His-ERG Ets domain / labelled DNA; Potency, µM (top dose mostly 76.9 µM), for the others: at the highest dose FP activity, negative = inhibition, usual class: inhibitors; 370,000 tested, 0.028% active; AID 624246; active means well fitted inhibition curve with a large enough effect in the polarisation, with a control signal flat; inconclusive means small, poorly fitted or top-dose-only effect, or effect the other way, or a change in a side signal; inactive means no such curve, though single readings can be large or run the other way; the % refers to the polarisation;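 further: polarization taken with two DNA probes labelled with fluorescein and Texas red; potency means the concentration at half of the fitted maximal effect; % of control where 0% means no effect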
Target sequence (P11308 whole entry, looked up, the tested form may be a part): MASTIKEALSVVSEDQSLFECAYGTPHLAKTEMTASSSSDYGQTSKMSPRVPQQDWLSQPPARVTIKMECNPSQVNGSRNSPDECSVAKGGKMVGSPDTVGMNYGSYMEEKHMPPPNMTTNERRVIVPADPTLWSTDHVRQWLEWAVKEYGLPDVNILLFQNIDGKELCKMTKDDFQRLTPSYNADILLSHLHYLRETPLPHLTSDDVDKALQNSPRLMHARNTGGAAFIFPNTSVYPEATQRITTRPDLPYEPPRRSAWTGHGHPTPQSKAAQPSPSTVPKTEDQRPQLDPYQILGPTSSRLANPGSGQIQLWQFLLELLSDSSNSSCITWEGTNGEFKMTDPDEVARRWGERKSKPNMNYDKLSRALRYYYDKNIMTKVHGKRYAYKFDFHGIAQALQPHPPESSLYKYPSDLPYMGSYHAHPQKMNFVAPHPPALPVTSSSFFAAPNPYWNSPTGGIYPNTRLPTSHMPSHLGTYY
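His-tagged ERG Ets domain (1 uM in the protein solution; 300mM KCl, 50mM Tris-HCl, 1mM EDTA, 1mM DTT, pH 7.5) received compound, then a probe mix of 5 nM fluorescein-DNA and 100nM Texas-615-DNA. Fluorescence polarization was read for both dyes.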
LDHA block: blocks human lactate dehydrogenase A | P00338 | purified LDHA, NADH/diaphorase-resazurin fluorescence; stronger effect = lower value | activity change, % (values are at about 110 or 230 µM) | 480,000 tested, 0.15% active | AID 1347041; in the data active means activity change below about -30%; inconclusive means mostly about -25% to -30%;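 further: plate controls were DMSO wells for no effect and wells without enzyme for full effect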
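LDH5 2 nM; NADH 0.06 mM, pyruvate 0.2 mM; 200 mM Tris pH 7.4, EDTA, Tween-20; 5 min RT. Detection: diaphorase 0.133 mg/mL + resazurin 37 µM, fluorescence ex540/em590 at 0 and 20 min; normalized to enzyme-free and DMSO wells.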
Vif-A3G inh: inhibitors of Vif-APOBEC3G interaction | 410,000 tested, 0.076% active | HeLa A3G-eYFP + Vif (tagged APOBEC3G with the HIV-1 protein that degrades it), YFP fluorescence, overnight | Potency, µM (doses to about 46.1 µM), for the others: at the highest dose activity, negative = active, actives largely listed as inhibitors | Q9HC16;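 further: potency means the concentration at half of the fitted maximal effect; on the % scale 0 is the no-effect control and ±100 the full control effect; nearly all actives have a fitted effect of over 60% in size; hits raise eYFP signal because A3G escapes Vif-driven loss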
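Read-out is eYFP fluorescence (Ex 488/Em 500-530) from Vif-expressing HeLa A3G-eYFP cells; more signal means A3G escaped Vif-mediated degradation. Cells plated overnight, compound pinned in, incubated overnight at 37 deg C.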
D2 antagonist: D2 dopamine receptor (human) antagonism; HEK293 TREx D2 cells, calcium flux, dopamine EC80; inhibition, % at 10 µM; 340,000 tested, 2% active; in the data active means inhibition above about 30%; further: 0% is about no effect
Target sequence (P14416 whole entry, looked up): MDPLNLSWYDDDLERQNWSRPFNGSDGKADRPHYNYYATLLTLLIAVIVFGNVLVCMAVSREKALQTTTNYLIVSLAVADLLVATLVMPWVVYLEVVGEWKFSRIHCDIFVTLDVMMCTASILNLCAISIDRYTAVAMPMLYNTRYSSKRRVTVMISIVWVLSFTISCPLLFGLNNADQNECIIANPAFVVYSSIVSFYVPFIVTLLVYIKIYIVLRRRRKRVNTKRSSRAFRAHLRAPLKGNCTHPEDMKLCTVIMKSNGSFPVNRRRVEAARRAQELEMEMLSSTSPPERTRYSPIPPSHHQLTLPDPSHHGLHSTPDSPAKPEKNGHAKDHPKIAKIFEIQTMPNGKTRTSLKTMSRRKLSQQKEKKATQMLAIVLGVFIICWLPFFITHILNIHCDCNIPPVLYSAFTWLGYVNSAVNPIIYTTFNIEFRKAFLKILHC
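Overnight-induced (tetracycline, 30 C) HEK293 T-REx cells carrying force-coupled D2 receive a no-wash calcium dye, then compound, then EC80 dopamine at 180 s; signals are read kinetically throughout.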
ALOX12 inh: inhibitors of human 12S-lipoxygenase ALOX12. purified 12hLO, xylenol orange hydroperoxide absorbance. Potency, µM (top dose mostly 108 µM), for the others: at the top dose activity change, negative = inhibition, most hits filed as inhibitors. 580,000 tested, 1.1% active; further: potency means the concentration at half of the fitted maximal effect; on the % scale 0 is the no-effect control and ±100 the full control effect
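Hydroperoxide product was detected by ferrous iron/xylenol orange as the 573 to 405 nm absorbance ratio. Arachidonic acid at 40 uM (final) was turned over for 30 min at room temperature by 150 nM human 12hLO, pH 7.0 Hepes buffer, after 15 min compound preincubation.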
Vif-APOBEC3F blk: blocks the Vif interaction with APOBEC3F | HeLa A3F-eYFP + Vif (tagged APOBEC3F with the HIV-1 protein that degrades it), YFP fluorescence increase | Potency, µM (doses to about 46.1 µM), without a hit: at the highest dose activity, negative = active | 390,000 tested, 0.2% active; further: potency means the concentration at half of the fitted maximal effect; % of control where 0% means no effect; nearly all actives have a fitted effect of over 65% in size
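HeLa cells stably expressing Vif plus C-terminally eYFP-tagged A3F were seeded, incubated overnight at 37 deg C, dosed with compound, incubated overnight again at 37 deg C. Yellow fluorescence (Ex 488/Em 500-530) reported blocked Vif-mediated A3F-eYFP degradation.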
RGS4 inhibitor: blocks human RGS4-accelerated GTP hydrolysis | 390,000 tested, 0.039% active | Potency, µM (top dose mostly 114 µM), for the others: at the top dose activity change, negative = inhibition, hits mostly inhibitors | Transcreener GDP fluorescence polarization, RGS4-accelerated GTP hydrolysis; further: potency means the concentration at half of the fitted maximal effect; on the % scale 0 is the no-effect control and ±100 the full control effect; nearly all actives have a fitted effect of over 75% in size; some results filed as inactive show a strong effect at the top dose
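MLSMR compounds (23 nl, pin-transferred) preincubated 10 min at room temperature with a 500nM (2x) first reagent, then RGS4 at 900nM (2x) plus Transcreener GDP mix added; fluorescence polarization (620/688 nm) read before and after 90 min at 30 °C.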
D2 ag: activates the human D2 dopamine receptor. 340,000 tested, 0.53% active. P14416. HEK293 T-REx D2 cells, calcium flux agonist mode. AID 485358. activation, % at 2 µM;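 active means activation over 3 SD above normal in the single-dose calcium agonist read, cut at about 30% in these data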; further: 0% is about no effect
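Agonism scored from kinetic calcium signal (1 read/sec, 180 s) following compound pin transfer, after a 10 s baseline. Cells: HEK293 Trex line expressing inducible D2 receptor coupled to calcium, dye-loaded after overnight culture at 30 C.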
Active calls of the source: *; ? = inconclusive; / = no result given; & = joins results of further samples; [ ] = another dose, or the depositor's remark. Unless noted, the call rests on the fitted dose curve; in most records, active means well fitted curve in the direction sought with a large enough effect; inconclusive means small, poorly fitted or top-dose-only effect, or another doubt; inactive means no such curve, though single readings can be large; an effect the other way counts as inactive or inconclusive.

SMILES	Glioma ERSR ind	ERG-DNA inh	LDHA block	Vif-A3G inh	D2 antagonist	ALOX12 inh	Vif-APOBEC3F blk	RGS4 inhibitor	D2 ag
COc1ccc(NC(=O)c2ncn[nH]2)cc1	-0.6%	12.1%	-5.3	2.9%	-3.1	?	-3.5%	9.0%	0.7
CN(C)c1ccc(NC(=O)CN2CCC(C(=O)c3ccc(F)cc3)CC2)cc1	-1.4%	-5.1%	-4.0	-1.9%	-27.3	2.0%	-1.0%	-7.1%	-0.1
CC(=O)N/C(=C\c1ccccc1)C(=O)OCC(=O)Nc1cc(S(=O)(=O)N(C)C)ccc1Cl	-1.7%	9.4%	0.0	0.2%	11.6	-4.1%	-21.3%	-2.4%	0.7
COc1cccc(NC(=S)N(CCN(C)C)C(C)c2cccnc2)c1 (configuration not stated)	-3.9%	6.5%	-8.8	-0.4%	23.0	-5.1%	0.5%	-17.2%	0.0
CN(C)c1ccc(/C=C/c2nc3ccccc3c(=O)n2CCO)cc1	6.7%	-2.7%	-6.2	11.2µM*	-0.5	-8.2%	12.6µM*	29.8%	2.3
COc1cccc(C(=O)NCCCn2ccnc2)c1	-3.7%	0.7%	-6.6	0.5%	-6.0	-9.6%	-1.4%	14.6%	6.3
Cn1cc(CN2CCCCC2CO)c(-c2ccc(Oc3ccccc3)cc2)n1 (configuration not stated)	-2.5%	8.5%	-9.4	1.5%	3.1	-4.8%	12.8%	-6.4%	0.2
COc1cccc2sc3ccc(NCc4ccc5c(c4)OCO5)cc3c(=O)c12	-1.3%	12.9%	0.8	-25.8%	10.7	-18.8%	?	-22.5%	8.4
CCNC(=O)N1CCN(CCCC(c2ccc(F)cc2)c2ccc(F)cc2)CC1	-4.9%&-2.9%&-2.7%	-3.8%	-4.1	0.4%	23.0	35.5µM*	4.4%	-17.0%[56.9 µM]	0.3
Cc1cccc(-n2ccnc2SCC(=O)Nc2ccc3c(c2)OCCO3)c1	-2.5%	0.0%	0.8	1.2%	4.1	0.0%	-22.1%	16.6%	-0.9
COc1cccc(N2CC(NS(=O)(=O)c3cccnc3)CC2=O)c1 (configuration not stated)	-2.8%	-5.0%	-5.1	3.6%	-0.9	-9.2%	-7.5%	-20.0%	-0.4
CC(C)c1csc(CN2CCC(CO)(Cc3cccc(F)c3)CC2)n1	0.1%	9.1%	-3.0	-0.4%	8.2	3.1%	-12.5%	12.4%	0.1
C=CCOn1c(=O)c(C)[n+]([O-])c2ccccc21	-2.0%	-0.5%	2.3	?	/	36.8%[activator]	-9.6%	7.5%	/
CCN1CCN(c2nc3c(C)cccn3c(=O)c2/C=C(\C#N)C(=O)NCCCOC)CC1	4.2%	4.3%	0.7	-2.1%	5.3	?	0.8%	-2.4%	0.3
C[C@@H]1CN([C@H](C)CO)C(=O)CCCn2nncc2CO[C@H]1CN(C)Cc1ccc2c(c1)OCO2	0.6%	/	0.5	0.5%	/	9.3%	-3.5%	/	/
COc1ccc(NC(=O)C(C)N2CCN(C)CC2)cc1 (configuration not stated)	-5.0%	15.2%	-24.3	-0.4%	-20.8	?	-13.9%	-10.0%[56.9 µM]	79.1*
Cc1nc2c3cnn(-c4ccc(C)c(C)c4)c3ncn2n1	-7.2%	-9.3%	-7.2	-0.1%	-9.7	-62.8%	/	-1.9%	0.0
Cc1cccc(C)c1NC(=O)CS(=O)(=O)c1nc(-c2ccc(Cl)cc2)cn1-c1ccccc1	1.7%	2.5%	2.3	-7.3%	/	?	-4.8%	-36.0%	0.4
Cc1ccc(CN2CCSc3ccc(C(=O)NCC4CCCO4)cc32)cc1 (configuration not stated)	-2.3%	-2.9%	5.0	-12.1%	-30.1	/	-1.1%	-14.8%	-0.3
COc1ccc(NC(=O)c2c(C)oc3ccc(O)c(CN4CCCC(C)C4)c23)cc1Cl (configuration not stated)	/	-3.0%	8.1	/	/	-11.1%	/	-17.8%	-0.8
O=[N+]([O-])c1ccc2oc(-c3cccc(O)c3)nc2c1	-0.1%	-4.4%	-3.2	-6.4%	/	-10.8%	6.3%	0.0%	/
Cc1cc(C)c2sc(N(CCCN(C)C)C(=O)c3ccc(S(=O)(=O)N(C)Cc4ccccc4)cc3)nc2c1	-8.5%	-1.6%	2.0	-5.8%	-10.4	?	9.5%	-5.2%	1.1
CCN(CC)C(=O)CSc1nnc(-c2ccc(F)cc2)n1N	4.6%	0.3%	-3.4	2.7%	5.3	391.1%[activator]	3.5%	?	-0.4
CCOC(=O)c1cnn(-c2ccccc2)c1N	-0.3%	/	-3.3	-1.1%	-4.1	3.1%	-6.3%	19.1%	-0.3
CC(C)CC(=O)Nc1ccc2ccccc2c1	-3.1%	-5.5%	-5.2	1.6%	-4.4&-6.6	-2.9%	2.8%	13.9%	-0.7&-0.8
O=[N+]([O-])/C(N=Nc1ccccc1)=N\Nc1ccccc1	-0.1%	22.4%	4.3	-0.1%	0.2	-19.3%	0.4%	1.7%	0.1
O=C(CN1CCN(S(=O)(=O)c2ccccc2F)CC1)Nc1ccccc1C(=O)c1ccccc1	-2.1%	2.8%	0.5	9.3%	-23.1	10.7%	-7.2%	-66.0%[56.9 µM]	0.4
CN1C(=O)Cc2cc(S(=O)(=O)CCC(=O)Nc3ccc(F)c(Cl)c3)ccc21	-2.1%	6.6%	1.8	3.3%	/	-6.3%	4.1%	-16.5%	/
COc1ccc(CC(=O)OCc2nnc(C3COc4ccccc4O3)o2)cc1OC (configuration not stated)	1.3%	4.3%	6.7	0.0%	9.4	-2.1%	0.2%	-23.7%	0.8
CSc1ccccc1NC(=O)Cc1ccc(Br)cc1	-2.5%	6.7%	-6.2	1.8%	25.1	-6.8%	0.0%	2.9%	-2.9
CCCOC(=O)C1=C(C)NC(=O)NC1c1ccc(Br)s1 (configuration not stated)	-1.4%	3.3%	0.1	-7.6%	-15.4	?	7.4%	?	-0.2
COc1cc(N)c2ncsc2c1	-1.0%	2.0%	31.6	-16.2%	/	2.4%	8.3%	-47.1%	/
Cc1ccc(SCC(=O)OCC(=O)NCc2cccs2)cc1	1.5%	-3.4%	-0.5	-0.1%	4.2	?	-22.6%	-10.1%	-0.4
COc1ccc(CCNc2nc3c(-c4cccc(F)c4)nnn3c3ccccc23)cc1OC	-2.1%	1.4%	-2.2	2.9%	/	-4.5%	-7.2%	22.5%	0.8
O=C(Nc1ccc(Cl)cc1)Nc1ccc2c(c1)N1CCN=C1S2	1.9%	-1.4%	3.0	-14.9%	/	-20.0%	-3.7%	0.6%[11.4 µM]	/
O=C(NCc1ccc(F)cc1Cl)C1CCN(S(=O)(=O)N2CCCCC2)CC1	-1.6%	12.6%	-0.4	4.5%	12.5	8.3%	-2.4%	-13.7%	-0.1
CC(=O)c1cc(-c2ccccc2)n(CC(=O)N2CCC(N3CCCCC3)CC2)c1C	-4.3%	0.5%	-1.2	0.9%	4.0	51.8%[activator]	2.4%	21.9%	0.9
Cc1ccc(-c2csc(NC(=O)CSc3nnc4c(n3)[nH]c3ccccc34)n2)cc1	-1.1%	9.0%	-5.4	-5.6%	-4.9	-10.1%	?	-29.5%	-0.6
COc1ccc(NC(=O)CSc2nc3ccsc3c(=O)n2CCC(=O)O)cc1	0.0%	/	-7.4	-0.3%	/	-1.4%	-5.6%	/	/
Cc1ccc(C(=O)NN2C(=O)/C(=C/c3cn(C)c4ccccc34)SC2=S)cc1	-1.1%	2.2%	-2.7	-12.0%	-16.0	7.9%	?	8.7%	-0.3
Nc1ccc(O)c([N+](=O)[O-])c1	0.9%&0.2%	-6.6%	-0.6	0.5%	-17.3	?	-1.8%	-13.1%	1.2
COC(=O)[C@@]1(Cc2ccc(OC)cc2)[C@@H]2[C@@H](CC(=O)[C@H]2CC(=O)C(=O)N(C)C)CN1C(=O)c1ccccc1	0.8%	17.7%	9.7	-0.1%	11.5	0.6%	-8.2%	-16.0%	0.9
CCNC(=O)Oc1ccc(-c2csnn2)cc1	-7.4%	-5.0%	-8.8	-1.8%	-0.7	2.8%	-1.9%	12.1%	-0.5
CCCSc1nc2c([nH]1)c(=O)n(C)c(=S)n2C	-1.2%	/	-9.6	0.2%	/	?	-20.9%	11.7%	/
CSc1ccc(CNC2CC2)cc1	-2.0%	/	1.0	2.2%	4.9	-5.2%	5.5%	-5.6%	0.1
Cc1cc(C)nc(N2CCCC(C(=O)Nc3cccc(Cl)c3)C2)n1 (configuration not stated)	-3.0%	16.4%	-2.3	-0.1%	0.7	-17.5%	8.6%	-7.2%	-0.8
COc1ccc(-c2ccc(SCC(=O)N3CCOCC3)nn2)cc1OC	-0.9%	-5.5%	0.9	-2.1%	-23.5	5.7%	-13.2%	16.4%	0.8
CCOC(=O)C1=C(C)NC(SC(C)=O)=NC1c1ccc(OC(C)=O)c(OC)c1 (configuration not stated)	-2.4%	-0.9%	-2.9	-7.9%	-19.1	-23.8%	0.9%	-21.1%	-0.2
O=C(O)c1ccc(N2CCN(C(c3ccccc3)c3ccccc3)CC2)c([N+](=O)[O-])c1	-0.3%	2.4%	-2.5	6.2%	2.9	?	5.3%	-6.8%	-0.9

A portion of the library; count on the stated rates, not on these rows.
